Screening data from PubChem.
NCOA1 inh – human NCOA1 inhibition. HEK293 GAL4-SRC1 luciferase reporter, luminescence. actives 0.12% (n = 360,000). AID 588354. inhibition, % at 3.6 µM. Q15788;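 active = inhibition above the campaign mean plus 3 SD, with each screening campaign given its own cutoff, cut at about 60% in these data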;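 note: 0% = DMSO treated cells and 100% = gossypol at 36 µM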
LMP1 NFkB inh – Epstein-Barr LMP1 NF-kappaB reporter inhibition; LMP1-induced NF-kappaB luciferase reporter cells, luminescence; inhibition, % at 12.5 µM; actives 0.69% (n = 350,000); in the data active = inhibition above about 41%;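 note: 0% = neutral control wells and 100% = reference inhibitor control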
Shn3 inh set2 – reduces Shn3 3'UTR luciferase signal in osteoblasts; actives 0.52% (n = 360,000); inhibition, % at 12.5 µM; Clone20 osteoblast Shn3 3'UTR firefly luciferase, 24 h;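 active = mean inhibition of at least 75% with every replicate also reaching 75%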;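 note: 0% = median of neutral control wells and 100% = pilot-screen positive control compound; some compounds past the cut are filed as inactive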
KKLEB cytotox – reduces viability of KKLEB cystic fibrosis airway cells; KKLEB CF airway cells viability, ATPlite luminescence, overnight; active compounds read low; cells stimulated with P. aeruginosa culture filtrate; activity change (cytotoxicity), % at 5 µM; actives 0.36% (n = 360,000); AID 602141;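 active = corrected activity change at or below -50% at 5 µM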
NCOA3 inh – inhibitors of human steroid receptor coactivator 3 (SRC3). Q9Y6Q9. HEK293 GAL4-SRC3 luciferase reporter, luminescence. inhibition, % at 3.6 µM. actives 0.17% (n = 360,000);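 active = inhibition above a per-campaign cutoff, the mean of all compounds plus 3 SD, cut at about 60% in these data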;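 note: 0% = DMSO-treated cells and 100% = gossypol-treated cells at 36 µM; higher means less SRC3-driven luciferase light from the GAL4 reporter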
Target sequence (Q9Y6Q9 whole entry, looked up, the tested form may be a part): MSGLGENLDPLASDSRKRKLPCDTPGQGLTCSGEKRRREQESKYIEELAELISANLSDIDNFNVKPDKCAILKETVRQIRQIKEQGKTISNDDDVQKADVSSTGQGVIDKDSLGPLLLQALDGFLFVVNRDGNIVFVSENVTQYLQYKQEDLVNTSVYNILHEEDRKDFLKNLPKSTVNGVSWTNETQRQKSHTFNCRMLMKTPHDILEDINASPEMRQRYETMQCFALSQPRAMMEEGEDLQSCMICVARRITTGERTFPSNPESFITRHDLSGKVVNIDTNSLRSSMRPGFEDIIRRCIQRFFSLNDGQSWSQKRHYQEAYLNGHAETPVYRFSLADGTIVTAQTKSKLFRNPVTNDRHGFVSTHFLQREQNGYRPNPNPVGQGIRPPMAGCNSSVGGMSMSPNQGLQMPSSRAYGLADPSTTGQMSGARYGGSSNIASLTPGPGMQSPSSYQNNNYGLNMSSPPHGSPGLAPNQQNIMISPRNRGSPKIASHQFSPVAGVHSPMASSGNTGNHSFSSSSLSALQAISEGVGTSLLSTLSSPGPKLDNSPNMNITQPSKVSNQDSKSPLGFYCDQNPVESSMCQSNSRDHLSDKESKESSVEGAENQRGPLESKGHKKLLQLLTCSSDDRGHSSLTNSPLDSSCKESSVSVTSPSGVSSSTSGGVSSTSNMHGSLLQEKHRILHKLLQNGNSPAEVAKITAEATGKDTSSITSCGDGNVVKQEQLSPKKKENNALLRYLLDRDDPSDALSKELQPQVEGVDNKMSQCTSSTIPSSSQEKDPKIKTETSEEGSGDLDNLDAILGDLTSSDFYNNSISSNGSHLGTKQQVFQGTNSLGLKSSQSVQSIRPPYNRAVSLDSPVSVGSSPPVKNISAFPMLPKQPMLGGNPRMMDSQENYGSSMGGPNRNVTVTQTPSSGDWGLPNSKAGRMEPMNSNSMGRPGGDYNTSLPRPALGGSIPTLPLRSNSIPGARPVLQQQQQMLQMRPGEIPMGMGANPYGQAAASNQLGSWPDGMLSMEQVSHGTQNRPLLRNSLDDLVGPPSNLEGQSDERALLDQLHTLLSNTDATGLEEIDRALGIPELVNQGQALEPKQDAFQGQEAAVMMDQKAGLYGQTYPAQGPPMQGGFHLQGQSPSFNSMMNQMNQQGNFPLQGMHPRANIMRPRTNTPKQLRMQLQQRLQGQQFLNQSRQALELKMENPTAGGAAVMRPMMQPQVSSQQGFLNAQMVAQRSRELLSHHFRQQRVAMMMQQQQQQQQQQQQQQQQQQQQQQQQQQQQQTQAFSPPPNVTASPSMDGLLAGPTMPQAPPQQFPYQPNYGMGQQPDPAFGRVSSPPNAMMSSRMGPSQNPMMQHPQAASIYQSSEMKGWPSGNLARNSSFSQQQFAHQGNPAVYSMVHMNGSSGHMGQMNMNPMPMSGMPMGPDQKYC
TROY NFkB inh – blocks TROY-dependent signaling in reporter cells; Q293 LMP1-TROYcd NF-kB luciferase reporter, 4 h; inhibition, % at 10 µM; actives 0.98% (n = 360,000);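 active = compounds whose plate-normalised and pattern-corrected inhibition of the luciferase reporter signal at the single screening dose is 50% or more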
TWEAK-Fn14 inh – blocks TWEAK-Fn14 interaction in a reporter cell assay. actives 2% (n = 360,000). TWEAK-stimulated Fn14 reporter cells, luciferase luminescence, 8 h. inhibition, % at 10 µM; in the data active = inhibition above about 50%
CF NFkB block – cystic fibrosis NF-kB activation inhibition; actives 0.86% (n = 360,000); inhibition, % at 5 µM; AID 588850; KKLEB NF-kB-GFP reporter, PAF-induced, GFP fluorescence overnight;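 active = at least 50% inhibition at 5 µM, scaled per plate between neutral and stimulator controls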;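 note: PAF is a Pseudomonas aeruginosa culture filtrate used as stimulus; plate controls were PAF-stimulated DMSO wells for no effect and unstimulated DMSO wells for full effect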
TRAIL sens C8 – caspase-8 TRAIL sensitization; inhibition (viability loss, TRAIL sensitization), % at 10 µM; actives 1% (n = 360,000); NB7+C8 cells + TRAIL, ATPlite viability luminescence; AID 624354;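 active = compounds causing at least 50% loss of cell viability in the single-dose screen, relative to plate controls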
LRH-1 inv ag – NR5A2 inverse agonism in reporter assay | HEK293T StAR-luciferase reporter, LRH-1 transfected, 24 h | inhibition, % at 3.6 µM | actives 0.13% (n = 360,000) | AID 602396;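 active = inhibition above the mean inhibition of all tested compounds plus 3 SD, cut at about 73% in these data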;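 note: 0% = DMSO wells and 100% = reporter-only cells lacking LRH-1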
COUP-TFII inh – NR2F2 (human) inhibition, primary screen | HEK293T NGFI-A luciferase reporter, luminescence | inhibition, % at 8.6 µM | actives 0.7% (n = 370,000);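 active = inhibition above a per-plate cutoff, mean inhibition of test wells between control levels plus 3 SD, cut at about 38% in these data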;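 note: cells cotransfected with COUP-TFII expression vector driving the NGFI-A reporter; 0% = median of COUP-TF2 test wells and 100% = reporter-only cells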
* = called active by the depositor.

Cc1ccc(-c2ccc(=O)n(CC(=O)Nc3cccc(C(=O)N4CCN(C)CC4)c3)n2)cc1 was read as NCOA1 inh 1, LMP1 NFkB inh 8, Shn3 inh set2 36, KKLEB cytotox -2, NCOA3 inh 1, TROY NFkB inh 14, TWEAK-Fn14 inh 7, CF NFkB block 8, TRAIL sens C8 -9, LRH-1 inv ag 0 and COUP-TFII inh -3.
`O=C(CSc1nnc2ccccn12)N1CCc2ccccc21` gave NCOA1 inh -76, LMP1 NFkB inh -11, Shn3 inh set2 -90, KKLEB cytotox -13, NCOA3 inh -103, TROY NFkB inh -23, TWEAK-Fn14 inh -22, CF NFkB block 31, TRAIL sens C8 0, LRH-1 inv ag -133 and COUP-TFII inh -46.
Screening CCCN(CCC)c1nc(C#N)nc(N(CCC)CCC)n1 returned NCOA1 inh -32, LMP1 NFkB inh 4, Shn3 inh set2 31, KKLEB cytotox 5, NCOA3 inh 8, TROY NFkB inh 2, TWEAK-Fn14 inh -2, CF NFkB block 17, TRAIL sens C8 1, LRH-1 inv ag 2 and COUP-TFII inh -3.
Cc1nonc1OCCCNc1ccc([N+](=O)[O-])cc1Cl was read as NCOA1 inh -3, LMP1 NFkB inh -27, Shn3 inh set2 -16, KKLEB cytotox 6, NCOA3 inh 1, TROY NFkB inh -24, TWEAK-Fn14 inh -39, CF NFkB block -8, TRAIL sens C8 -3, LRH-1 inv ag -3 and COUP-TFII inh 11.
Screening CC(C)(C)OC(=O)N1CCN(C(=O)c2[nH]cnc2C(=O)Nc2ccccc2F)CC1 returned NCOA1 inh 3, LMP1 NFkB inh -2, Shn3 inh set2 -14, KKLEB cytotox 8, NCOA3 inh -12, TROY NFkB inh 13, TWEAK-Fn14 inh -14, CF NFkB block 1, TRAIL sens C8 -15, LRH-1 inv ag -1 and COUP-TFII inh 1.
Screening CC(C)(C)c1ncc(S(=O)(=O)c2ccc(C(F)(F)F)cn2)c(N)n1 returned NCOA1 inh 14, LMP1 NFkB inh 10, Shn3 inh set2 -5, KKLEB cytotox -5, NCOA3 inh 11, TROY NFkB inh -23, TWEAK-Fn14 inh 31, CF NFkB block 23, TRAIL sens C8 0, LRH-1 inv ag -7 and COUP-TFII inh -21.
COC(=O)CSc1nc(N2CCOCC2)c2c(c1C#N)CCCC2 was read as NCOA1 inh 3, LMP1 NFkB inh -4, Shn3 inh set2 20, KKLEB cytotox 6, NCOA3 inh 6, TROY NFkB inh -3, TWEAK-Fn14 inh -14, CF NFkB block 9, TRAIL sens C8 7, LRH-1 inv ag 5 and COUP-TFII inh 12.
O=C(COc1ccccc1Cl)NC(=O)NC1CCCC1 was read as NCOA1 inh -72, LMP1 NFkB inh -20, Shn3 inh set2 -97, KKLEB cytotox 4, NCOA3 inh -49, TROY NFkB inh -76, TWEAK-Fn14 inh -29, CF NFkB block -8, TRAIL sens C8 -10, LRH-1 inv ag -98 and COUP-TFII inh -52.
Screening COc1ccccc1N1CCN(C(=O)CNC(=O)c2cn(-c3ccccc3OC)c(=O)c3ccccc23)CC1 returned NCOA1 inh -17, LMP1 NFkB inh -4, Shn3 inh set2 -12, KKLEB cytotox -9, NCOA3 inh 8, TROY NFkB inh -13, TWEAK-Fn14 inh -25, CF NFkB block 9, TRAIL sens C8 23, LRH-1 inv ag -19 and COUP-TFII inh -19.
For O=C(CCC1CCCCC1)Nc1c2c(nn1-c1ccc(F)cc1)CS(=O)C2 (stereo not drawn) the results were NCOA1 inh 5, LMP1 NFkB inh -4, Shn3 inh set2 -8, KKLEB cytotox 4, NCOA3 inh 3, TROY NFkB inh 3, TWEAK-Fn14 inh -15, CF NFkB block -1, TRAIL sens C8 9, LRH-1 inv ag 5 and COUP-TFII inh 8.
`CC(=O)Nc1cccc(-n2nnc(SCC(N)=O)n2)c1` gave NCOA1 inh 4, LMP1 NFkB inh -4, Shn3 inh set2 8, KKLEB cytotox -1, NCOA3 inh 16, TROY NFkB inh 7, TWEAK-Fn14 inh 15, CF NFkB block -7, TRAIL sens C8 2, LRH-1 inv ag 8 and COUP-TFII inh 4.
`Nc1ccccc1-c1nnc(SCc2ccccc2Cl)[nH]c1=O` gave NCOA1 inh -14, LMP1 NFkB inh -6, Shn3 inh set2 -1, KKLEB cytotox 10, NCOA3 inh -11, TROY NFkB inh -6, TWEAK-Fn14 inh 41, CF NFkB block 0, TRAIL sens C8 19, LRH-1 inv ag -53 and COUP-TFII inh -16.
For COc1ccc(S(=O)(=O)NNC(=O)Nc2ccc(C)cc2)c(OC)c1 the results were NCOA1 inh -6, LMP1 NFkB inh 3, Shn3 inh set2 -4, KKLEB cytotox -7, NCOA3 inh 4, TROY NFkB inh 5, TWEAK-Fn14 inh 13, CF NFkB block 8, TRAIL sens C8 10, LRH-1 inv ag 2 and COUP-TFII inh -9.
OC[C@@H]1CN(Cc2ccncc2)C[C@H](n2cnc3c(NC4CC4)ncnc32)O1 was read as NCOA1 inh 2, Shn3 inh set2 -6, KKLEB cytotox -6, NCOA3 inh -11, TROY NFkB inh -5, TWEAK-Fn14 inh 2, CF NFkB block -2, TRAIL sens C8 10, LRH-1 inv ag 0 and COUP-TFII inh 5.
Screening NNC(=O)CNC(c1ccccc1)c1cc(Br)ccc1NC(=O)CCN1CCOCC1 (stereo not drawn) returned NCOA1 inh -7, LMP1 NFkB inh 2, Shn3 inh set2 18, KKLEB cytotox 4, NCOA3 inh 18, TROY NFkB inh -9, TWEAK-Fn14 inh -8, CF NFkB block -5, TRAIL sens C8 -11, LRH-1 inv ag 25 and COUP-TFII inh 2.
O=S(=O)(CC(CN1CCCC1)N1CCCC1)c1ccc2ccccc2c1 (stereo not drawn) was read as NCOA1 inh 2, LMP1 NFkB inh -2, Shn3 inh set2 15, KKLEB cytotox -31, NCOA3 inh 10, TROY NFkB inh 15, TWEAK-Fn14 inh 13, CF NFkB block 62*, TRAIL sens C8 10, LRH-1 inv ag 6 and COUP-TFII inh -4.
For COc1ccc(OC)c(S(=O)(=O)N2CCC(C(=O)N3CCN(Cc4ccccc4)CC3)CC2)c1 the results were NCOA1 inh -4, LMP1 NFkB inh -1, Shn3 inh set2 19, KKLEB cytotox -6, NCOA3 inh 4, TROY NFkB inh 26, TWEAK-Fn14 inh 2, CF NFkB block 0, TRAIL sens C8 -22, LRH-1 inv ag 8 and COUP-TFII inh 12.
For OC(CNCc1ccccc1C(F)(F)F)C(F)(F)F (stereo not drawn) the results were NCOA1 inh 5, LMP1 NFkB inh 4, Shn3 inh set2 -26, KKLEB cytotox 14, NCOA3 inh 27, TROY NFkB inh -5, TWEAK-Fn14 inh -3, CF NFkB block -18, TRAIL sens C8 -2, LRH-1 inv ag 10 and COUP-TFII inh 5.
`CCOc1ccc(NC(=O)CC2C(=O)NCCN2C(=O)Nc2ccccc2)cc1` (stereo not drawn) gave NCOA1 inh -1, LMP1 NFkB inh -5, Shn3 inh set2 -12, KKLEB cytotox 13, NCOA3 inh 17, TROY NFkB inh 9, TWEAK-Fn14 inh -24, CF NFkB block -23, TRAIL sens C8 -10, LRH-1 inv ag 35 and COUP-TFII inh 9.
CCC(=O)NC(O)C(=O)c1ccc(C)cc1 (stereo not drawn) was read as NCOA1 inh -9, LMP1 NFkB inh 5, Shn3 inh set2 -9, KKLEB cytotox -1, NCOA3 inh 14, TROY NFkB inh -9, TWEAK-Fn14 inh 0, CF NFkB block -3, TRAIL sens C8 5, LRH-1 inv ag 14 and COUP-TFII inh -6.
CCN1C=CC2=C(C#N)C(N)C(C#N)(C#N)C(c3ccccc3C(F)(F)F)C2C1 (stereo not drawn) was read as NCOA1 inh -13, LMP1 NFkB inh -3, Shn3 inh set2 17, KKLEB cytotox 0, NCOA3 inh 0, TROY NFkB inh 15, TWEAK-Fn14 inh -10, CF NFkB block -4, TRAIL sens C8 -9, LRH-1 inv ag -2 and COUP-TFII inh 11.
O=C(COC(=O)c1cc(=O)c2ccccc2o1)NCC1CCCCC1 was read as NCOA1 inh -5, LMP1 NFkB inh -3, Shn3 inh set2 -24, KKLEB cytotox -3, NCOA3 inh 17, TROY NFkB inh 8, TWEAK-Fn14 inh -3, CF NFkB block 2, TRAIL sens C8 -2, LRH-1 inv ag 6 and COUP-TFII inh 7.
Screening CC(=O)c1ccc(N2CCN(S(=O)(=O)c3ccc4c(c3)CC(C)N4C(=O)C3CC3)CC2)cc1 (stereo not drawn) returned NCOA1 inh 2, LMP1 NFkB inh 33, Shn3 inh set2 88*, KKLEB cytotox -23, NCOA3 inh -8, TROY NFkB inh 8, TWEAK-Fn14 inh 29, CF NFkB block 17, TRAIL sens C8 4, LRH-1 inv ag 7 and COUP-TFII inh 6.
Screening CCN(CC(=O)Nc1ccc(NC(C)=O)cc1)C(=O)c1cn(-c2ccccc2)nc1-c1cccs1 returned NCOA1 inh -29, LMP1 NFkB inh -1, Shn3 inh set2 1, KKLEB cytotox -9, NCOA3 inh -18, TROY NFkB inh -7, TWEAK-Fn14 inh -6, CF NFkB block -3, TRAIL sens C8 -16, LRH-1 inv ag 4 and COUP-TFII inh -20.
For N=C1c2ccccc2CN1NC(=O)c1cccc(S(=O)(=O)N2CCOCC2)c1 the results were NCOA1 inh -5, LMP1 NFkB inh 4, Shn3 inh set2 -16, KKLEB cytotox -5, NCOA3 inh 20, TROY NFkB inh 48, TWEAK-Fn14 inh -7, CF NFkB block 3, TRAIL sens C8 -7, LRH-1 inv ag 6 and COUP-TFII inh -6.
For CC1=NN(C(=O)c2ccc(Cn3nc(C)c([N+](=O)[O-])c3C)cc2)C(O)(C(F)(F)F)C1 (stereo not drawn) the results were NCOA1 inh -4, LMP1 NFkB inh -15, Shn3 inh set2 14, KKLEB cytotox -3, NCOA3 inh -5, TROY NFkB inh 7, TWEAK-Fn14 inh 12, CF NFkB block 14, TRAIL sens C8 11, LRH-1 inv ag 2 and COUP-TFII inh 11.
COc1cccc(/C=C/C(=O)OCC(=O)NCCC2=CCCCC2)c1OC was read as NCOA1 inh -1, LMP1 NFkB inh 0, Shn3 inh set2 -14, KKLEB cytotox -16, NCOA3 inh 1, TROY NFkB inh 7, TWEAK-Fn14 inh -23, CF NFkB block 7, TRAIL sens C8 -9, LRH-1 inv ag 41 and COUP-TFII inh 3.
CCCC(=O)Nc1cc(C)c2c(=O)oc3ccccc3c2n1 was read as NCOA1 inh -9, LMP1 NFkB inh -7, Shn3 inh set2 14, KKLEB cytotox 14, NCOA3 inh -22, TROY NFkB inh -41, TWEAK-Fn14 inh 8, CF NFkB block -57, TRAIL sens C8 20, LRH-1 inv ag -8 and COUP-TFII inh 24.
Screening COc1cc(/C=C/C(=O)O)cc(S(=O)(=O)Nc2ccc(F)cc2)c1OC returned NCOA1 inh -29, LMP1 NFkB inh 7, Shn3 inh set2 0, KKLEB cytotox -1, NCOA3 inh 17, TROY NFkB inh 3, TWEAK-Fn14 inh -1, CF NFkB block -10, TRAIL sens C8 -2, LRH-1 inv ag -1 and COUP-TFII inh -3.

A portion of the library (hit frequency here may not be typical).
